# CHT allo act: allosteric activators of human choline transporter CHT; Q9GZV3; CHT-expressing cells, membrane potential dye, choline EC20; hits give high values; LV-AA mutant CHT in HEK293 cells; B-score at 10 µM; actives 0.49% (n = 310,000);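 active = initial fluorescence not abnormally high and integrated response B-score, plate-corrected, over 3 SD above library mean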
# STK33 inh: inhibitors of human STK33 kinase. purified STK33, MBP phosphorylation, ADP-Glo luminescence. inhibition, % at 10 µM. actives 0.073% (n = 320,000);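 active = inhibition at or above 25%, using the most active replicate where run in duplicate; inactive = inhibition below 25%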
# Target sequence (Q9BYT3 whole entry, looked up): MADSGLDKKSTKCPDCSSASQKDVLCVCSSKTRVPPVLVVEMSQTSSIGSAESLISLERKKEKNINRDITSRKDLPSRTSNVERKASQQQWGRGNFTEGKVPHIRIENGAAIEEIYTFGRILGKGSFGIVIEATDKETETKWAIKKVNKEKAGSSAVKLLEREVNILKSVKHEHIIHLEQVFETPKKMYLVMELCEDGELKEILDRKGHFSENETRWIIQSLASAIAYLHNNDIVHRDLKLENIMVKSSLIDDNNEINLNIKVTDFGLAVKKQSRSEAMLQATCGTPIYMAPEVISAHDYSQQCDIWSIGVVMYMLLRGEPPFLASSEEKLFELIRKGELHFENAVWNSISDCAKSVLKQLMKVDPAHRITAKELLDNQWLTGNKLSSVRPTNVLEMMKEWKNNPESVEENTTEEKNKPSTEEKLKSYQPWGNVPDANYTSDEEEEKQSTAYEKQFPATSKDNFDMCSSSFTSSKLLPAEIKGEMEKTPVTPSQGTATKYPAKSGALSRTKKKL
# CHT block: inhibits the human high affinity choline transporter; Q9GZV3; CHT-expressing cells, membrane potential dye, choline response; hits give low values; B-score at 10 µM; actives 0.86% (n = 310,000); AID 488975;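 active = B-score over 3 SD under the library average, and starting fluorescence ratio not unusually high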;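 also: choline stimulus applied at its EC90 after an EC20 pre-addition; B-score computed on integrated fluorescence ratio after choline addition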
# * = called active by the depositor; i = inactive; / = no result given.
smiles	STK33 inh	CHT block	CHT allo act
O=C(NCc1cc([N+](=O)[O-])ccc1O)c1cccnc1Sc1ccccc1	0.8	i	i
O=C(Cc1csc(N2CCOCC2)n1)N/N=C/c1cccc(O)c1	-3.0	i	i
Cc1ccc2oc(=O)c3cnn(CC(=O)N(CCC(C)C)Cc4ccco4)c3c2c1	0.5	i	i
CCCc1nnc(SCC(=O)N2CCCCC2C)n1CCOC (stereo not given)	-1.3	i	i
CC(=O)Nc1c(N)c2ccccc2oc1=O	-0.6	i	i
CC1CCC2(CC1)NC(=O)N(CC(=O)Nc1ccc3[nH]c(=O)[nH]c3c1)C2=O (stereo not given)	-1.4	i	i
CC(=O)Nc1ccc(S(=O)(=O)Nc2nc3ccccc3nc2N2CCCCCC2)cc1	-1.0	i	i
O=C(NCCc1ccccc1)c1ccc(CS(=O)(=O)c2ccc(Br)cc2)o1	-1.1	i	i
CCOc1ccc(/C=N/n2cnnc2)cc1	-7.7	i	i
CCOC(=O)COc1ccc(/C=C2\NC(=S)N(CC)C2=O)cc1	/	i	i
S=c1[nH]nc(COc2ccccc2)n1/N=C/c1ccccc1Cl	-0.1	i	i
O=C(N/N=C/C=C/c1ccccc1)c1cc(C2CC2)[nH]n1	-1.0	i	i
OC(C#CCN1CCCCC1)(c1ccccc1)c1ccccc1	-0.7	i	i
Cc1cc(C)c(NC(=O)Cn2nnc(C(=O)NCc3ccco3)c2N)c(C)c1	-0.3	i	i
CN(c1ccc(OCC(=O)OCC(=O)Nc2ccc(Br)cc2)cc1)S(=O)(=O)c1cccs1	0.1	i	i
Clc1ncc(CN2CCN(Cc3ccccc3)CC2)s1	-0.8	i	i
CCCNC(=O)Cc1cc(=O)[nH]c(=O)[nH]1	0.4	i	i
Cc1cccc(C)c1NC(=O)C1CC(=O)N(C(C)C)C1 (stereo not given)	1.1	i	i
O=C(c1ccc(Cl)cc1)c1cnc(-c2ccc(Cl)cc2)s1	-0.9	i	i
CC(C(=O)NCC1CCCCC1)N1CCN(S(=O)(=O)/C=C/c2ccccc2)CC1 (stereo not given)	-1.1	i	i
O=C(NC(=S)Nc1ccccc1N1CCCC1)c1cccc(F)c1	-1.9	i	i
O=C(CSc1ccc(-c2cccc([N+](=O)[O-])c2)nn1)N1CCCC1	-2.0	i	i
COc1ccc2sc(N(CCCN(C)C)C(=O)c3ccc(S(=O)(=O)N(C)C4CCCCC4)cc3)nc2c1	-0.3	i	i
CC1(C(=O)O)CCC(C(=O)Nc2ccc3ccccc3c2)C1(C)C (stereo not given)	-1.0	i	i
CC1(C)Cc2ccccc2C(CSc2ccccc2C(=O)O)=N1	-1.2	i	i
CN(C)c1ccc(NC(=O)Nc2csc3ccccc23)cc1	1.2	i	i
COC(=O)CCCC1=CC2=C(c3ccccc3)C(=O)C(C)(OC(=O)C3CCCC3)C(=O)C2=CN1C1CCCC1 (stereo not given)	-0.6	i	11*
CCOC(=O)CSc1nc2sc3c(c2c(=O)n1CC)CC(C)(C)OC3	-3.7	i	i
CCc1ccc(CNC(=O)C2CCCN(S(=O)(=O)N(CC)c3ccccc3)C2)cc1 (stereo not given)	0.1	i	i
O=C(CCN1C(=O)/C(=C\c2ccc(F)cc2)SC1=S)Nc1ccc(O)cc1	0.3	i	i
COc1ccc(COC(=O)C2=C(C)NC(=O)NC2c2ccc(O)c(OC)c2)cc1 (stereo not given)	-4.0	i	i
CCCN1CCC(=O)N([C@H](CO)c2ccccc2)CC1	-0.4	i	i
FC(F)(F)c1cccc(CN2CCN(c3ncccn3)CC2)c1	-1.4	i	i
CC(=O)c1c(C)nc(-c2ccc(Cl)cc2Cl)n1O	-0.1	i	i
COc1ccc(C(O)c2nc3ccccc3n2C)cc1OC (stereo not given)	-1.0	i	i
Cc1cc(C)cc(Oc2ccc(NC(=O)C3CC=CCC3C(=O)O)cc2)c1 (stereo not given)	-0.7	i	i
CCOC(=O)CSc1nnc(CNC(=O)Cc2ccccc2)n1C	-1.4	i	i
CCn1c(/C=C/c2cccc([N+](=O)[O-])c2)nc2ccccc2c1=O	-0.2	i	i
CCCCOC1(c2ccccc2)OC(=O)c2ccccc21 (stereo not given)	-0.6	i	i
COC(=O)Cn1c(=O)c2c(nc3n2CCCN3CCc2ccccc2)n(C)c1=O	-0.1	i	i
Cc1ccc(Cl)cc1N1CCN(CC(=O)Nc2ccc3[nH]c(=O)[nH]c3c2)CC1	-0.1	i	i
Cc1c(C(=O)NCc2cccs2)oc2ccc(Br)cc12	0.1	i	i
O=C(c1ccc(Cl)cc1)N1CCC(O)(CSc2ccccc2)CC1	-9.7	i	i
CCOc1ccc(S(=O)(=O)N(C)c2ccc(OCC(=O)Nc3nccs3)cc2)cc1	0.7	i	i
C/C(=C1/SC(=S)N(CCC(=O)O)C1=O)c1ccc(O)cc1	-0.2	i	i
c1cc2c3c(cccc3c1)C(N1CCCCCC1)=N2	-0.7	i	i
C=CCn1c(SCC(=O)OCc2ccccc2)nc2c1c(=O)n(C)c(=O)n2C	0.5	i	i
CCOc1cc(/C=N/NC(=O)COc2nc(C)cc(COC)c2C#N)ccc1O	-0.5	i	i
COc1ccc(C(=O)C2CCCN(C(=O)c3ccccc3C(C)=O)C2)cc1F (stereo not given)	-1.8	i	i
COc1ccccc1C(=O)O/N=C(\N)c1ccc(Cl)cc1	-1.6	i	i
Cc1ccc(NC(=O)c2ccc3c(c2)S(=O)(=O)c2ccccc2C3=O)cc1S(=O)(=O)N1CCOCC1	-1.9	i	i
Cc1ccc(C(=O)N/C(=C\c2ccc(-c3ccccc3[N+](=O)[O-])o2)C(=O)NCCN(C)C)cc1	3.9	i	i
CCCc1cc(Nc2ccccc2C)n2ncnc2n1	-1.2	i	i
COc1ccc(NC(C)=O)cc1NC(C)C(=O)Nc1ccc(F)c(F)c1F (stereo not given)	-4.4	i	i
Cn1c(Nc2ccccc2)nc2ccccc21	-0.4	i	i
CC(C)C(C(=O)NCC1CCCO1)N(C(=O)CNS(=O)(=O)c1ccccc1)c1ccc(F)cc1 (stereo not given)	3.5	i	i
Nc1ncnc2c1ncn2C1OC(C(=O)NC2CC2)C(O)C1O (stereo not given)	2.1	-5.1*	i
Cc1nc2nc(Cc3ccccc3)[nH]n2c(=O)c1Cl	-1.2	i	i
COc1ccc(CNC(=O)CCn2ccc3cc(S(=O)(=O)N4CCCC4)ccc32)cc1	-1.1	i	i
Cc1cc(C)nc(NC(=O)c2cc3ccccc3o2)n1	-1.2	i	i

# (more compounds)
smiles	STK33 inh	CHT block	CHT allo act
Clc1ccc(Nc2nc(-c3ccncc3)cs2)cc1	-0.3	i	i
Cc1ccc([N+](=O)[O-])cc1N/C=C1\CCCCC1=O	-0.4	i	i
Nc1ccc(C(CC(=O)O)n2cccc2)cc1 (stereo not given)	-2.3	i	i
O=C(COc1ccc2ccccc2c1)N/N=C/c1ccccn1	8.3	i	i
COc1cc(NC(=O)CSc2nc3[nH]ncc3c(=O)n2-c2ccccc2C)cc(OC)c1OC	-2.3	i	i
Cc1cc(C)c(C)c(S(=O)(=O)NCCCN2CCCC2=O)c1C	-1.7	i	i
CCCSc1nc2c(cnn2-c2ccc(Cl)cc2)c(=O)[nH]1	0.1	i	i
COc1ccccc1C(=O)NC(=O)COC(=O)C1CC2CCCC(C1)C2=O (stereo not given)	-0.3	i	i
COc1ccc(CC(=O)N(Cc2ccccc2)c2cccc(C)c2)cc1OC	0.0	i	i
N#CC1=C(N)Oc2n[nH]c(-c3ccccc3)c2C1c1ccsc1 (stereo not given)	-2.0	i	i
O=C(Nc1ccccc1)Nc1ccc2ccccc2n1	-0.8	i	i
CCC(=O)N(Cc1cc(=O)[nH]c2ccccc12)c1cccc(C)c1	0.1	i	i
Fc1ccccc1C1c2cccn2CCN1C(=S)Nc1ccc(Br)cc1 (stereo not given)	-1.7	i	i
Cc1ccc(CNC(=O)CS(=O)Cc2nc(-c3ccccc3F)oc2C)cc1 (stereo not given)	1.8	i	i
COc1ccc2cc3cc(C(=O)NCc4ccccn4)oc3nc2c1	-0.2	i	i
CCc1nnc(NC(=O)c2ccc(S(=O)(=O)N(CCOC)CCOC)cc2)s1	0.5	i	i
CC(=O)Nc1ccc(NC(=O)CN(c2cccc(C(C)=O)c2)S(C)(=O)=O)cc1	-1.0	i	i
COCCCNC(=O)CNC(=S)N(Cc1ccc(F)cc1)C1CCCCC1	-2.2	i	i
O=C(CSc1n[nH]c(-c2ccc(Cl)cc2Cl)n1)Nc1ccccn1	1.9	i	i
O=[N+]([O-])c1cc([N+](=O)[O-])c2nonc2c1Nc1ccccc1O	-0.4	i	i
CCCCNc1nc2ccccc2n1CC(=O)Nc1ccc2c(c1)OCCO2	-0.6	i	i
COc1nc(Nc2ccc(-c3nc4ccccc4o3)cc2)nc(N2CCOCC2)n1	-1.6	i	i
COCOc1ccc(C=O)cc1OCOC	1.6	i	i
Cc1ccc(S(=O)(=O)CCC(=O)Nc2ccccc2Cl)cc1	-0.3	i	i
COc1ccc(N(CC(=O)N2CCN(c3cccc(C)c3C)CC2)S(=O)(=O)c2c(C)noc2C)cc1	0.7	i	i
O=C(COC(=O)CCCNC(=O)c1ccc(Cl)cc1)Nc1ccc(Br)cc1	-1.8	i	i
CNC(=O)CSc1nccn1Cc1ccc(Cl)cc1	-1.5	i	i
COc1cccc(OC)c1OCCOCCN1CCN(C)CC1	-0.4	i	i
CC12CC3CC(C)(C1)CC(Nc1nc(N4CCOCC4)nc4ccccc14)(C3)C2	0.0	i	i
CS(=O)(=O)Cc1ccc(C(=O)NC2CCN(Cc3ccccc3)C2)cc1 (stereo not given)	-0.8	i	i
O=C(COC(=O)CCC(=O)c1cccs1)NC1CC1	0.3	i	i
O=C(NC1CC1)C1=C[C@H](c2csc3ccccc23)C[C@H](OCc2ccc(CO)cc2)O1	-0.8	-5.2*	i
CC(=O)c1cc2c(cc1NC(=O)c1cccc(S(=O)(=O)N3CCN(C)CC3)c1)OCO2	17	i	i
CC1CCN(C(=O)c2ccc3c(Cl)c4c(nc3c2)CCCC4)CC1	-1.3	i	i
CCCCn1c(N)c(N(CCOC)C(=O)c2ccc(-c3cccc(C(F)(F)F)c3)o2)c(=O)[nH]c1=O	-0.2	i	i
CC(=O)N1N=C(c2ccncc2)OC12CCCC2	0.0	i	i
Cc1cccc(-c2noc(CNS(=O)(=O)c3ccccc3)n2)c1	-1.4	i	i
Cc1cc(C)nc(Nc2ncn[nH]2)n1	-0.8	i	i
Cc1ccc2oc(-c3cccc(NC(=O)c4ccccn4)c3)nc2c1	-1.4	i	i
COc1ccc(C2=CC(=O)N(Nc3ccccc3)C2=O)cc1	-1.2	i	i
COc1ccc(NC(=O)COc2ccc3c(c2)CCC3)cc1	-1.2	i	i
CCOC(=O)N1CCN(C(=O)C2CCN(S(=O)(=O)c3cc(OC)ccc3OC)CC2)CC1	2.3	i	i
COc1cccc(/C=C(/C#N)c2nc3ccccc3[nH]2)c1OC(C)C(=O)O (stereo not given)	0.3	i	i
COc1ccc(C(=O)n2nc(-c3ccccc3)nc2N)cc1OC	-0.6	i	i
CCc1ccc(NC(=O)[C@@H](NC(=O)[C@@H]2Cc3ccccc3CN2)C(C)CC)cc1 (stereo not given in full)	0.1	i	i
COc1cccc(NC(=O)c2ccn(C)n2)c1	0.9	i	i
Cc1c(Cl)cccc1NC(=S)NN	-1.2	i	i
CN1CCN(C(=O)CC2C(=O)NCCN2Cc2ccc(-c3ccccc3)cc2)CC1 (stereo not given)	-1.1	i	i
O=C1CCCc2nc3c(cc21)C(O)Oc1ccccc1-3 (stereo not given)	-0.4	i	i
CCCCNC(=O)OCCNC(=O)Oc1cccc(C)c1	-1.7	i	i
COC(=O)CCC(=O)NNC(=O)c1ccc([N+](=O)[O-])cc1	-0.4	i	i
COc1ccc(S(=O)(=O)Nc2ccc(Nc3ccccc3)cc2)cc1	-3.5	i	i
CC1CCC(NC(=O)COC(=O)CCC(=O)c2ccc(Cl)s2)CC1 (stereo not given)	/	i	i
O=C(O)c1ccc(/C=N\Nc2ccc(S(=O)(=O)N3CCOCC3)cc2[N+](=O)[O-])cc1	0.8	i	i
COc1ccc(S(=O)(=O)Nc2ccc(C)cc2)cc1OC	0.8	i	i
COc1cccc(NC(=O)c2cnc[nH]2)c1	-1.4	i	i

# Among those listed so far, 8 contain a nitro group on carbon:
smiles	STK33 inh	CHT block	CHT allo act
O=C(NCc1cc([N+](=O)[O-])ccc1O)c1cccnc1Sc1ccccc1	0.8	i	i
O=C(CSc1ccc(-c2cccc([N+](=O)[O-])c2)nn1)N1CCCC1	-2.0	i	i
CCn1c(/C=C/c2cccc([N+](=O)[O-])c2)nc2ccccc2c1=O	-0.2	i	i
Cc1ccc(C(=O)N/C(=C\c2ccc(-c3ccccc3[N+](=O)[O-])o2)C(=O)NCCN(C)C)cc1	3.9	i	i
Cc1ccc([N+](=O)[O-])cc1N/C=C1\CCCCC1=O	-0.4	i	i
O=[N+]([O-])c1cc([N+](=O)[O-])c2nonc2c1Nc1ccccc1O	-0.4	i	i
COC(=O)CCC(=O)NNC(=O)c1ccc([N+](=O)[O-])cc1	-0.4	i	i
O=C(O)c1ccc(/C=N\Nc2ccc(S(=O)(=O)N3CCOCC3)cc2[N+](=O)[O-])cc1	0.8	i	i

# High-throughput results (PubChem)
